From PubChem BioAssay
Mito fusion act: mitochondrial division inhibition or fusion activation | S. cerevisiae fusion-defective mutant growth rescue, CellTiterGlo 48 h | 320,000 tested, 0.23% active | Potency, µM (series often up to 46.1 µM), for the others: at the highest dose growth rescue (activation), most hits filed as activators;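 also: potency is read from the fitted curve at half-maximal effect; % of control where 0% means no effect; nearly all actives have a fitted effect of over 45% in size; temperature-sensitive fusion mutants such as fzo1-1 at 37 °C on non-fermentable ethanol glycerol medium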
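Temperature-sensitive fusion-defective S. cerevisiae (e.g. fzo1-1, mgm1-5) were grown with compound in YPEG medium (3% ethanol, 3% glycerol) for 48 hours at 37C. Growth rescue was measured as viability by CellTiterGlo luminescence after 10 minutes at ambient.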
hERG WT inh: blocks the wildtype human KCNH2 potassium channel; Q12809; U2OS, BacMam KCNH2, thallium flux FluxOr; stronger effect = lower value; activity change, % at 1.84 µM; 340,000 tested, 0.37% active; AID 720551;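 active = maximum activity change below -70%; inconclusive = maximum activity change between -70% and -50%; inactive = maximum activity change above -50%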; also: % is scaled to controls: 0 for no effect and ±100 for the full control effect
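U2OS cells were transduced with wild-type KCNH2 virus (2.03 x 10^8 / mL) for 4 h at room temperature, then cultured overnight at 37 C. Thallium flux was read with FluxOr dye. Rate constants were normalized to DMSO controls.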
PKM2 activator: PKM2 (human) enzyme activation; P14618; purified PKM2, Kinase-Glo ATP luminescence, activation; response scale: 0% is enzyme alone, no compound; Potency, µM (doses to about 57.5 µM), without a hit: at the top dose activation, usual class: activators; 260,000 tested, 0.34% active; AID 1631; also: potency is read from the fitted curve at half-maximal effect; % is scaled to controls: 0 for no effect and ±100 for the full control effect; nearly all actives have a fitted effect of over 55% in size
Target sequence (P14618 whole entry, looked up): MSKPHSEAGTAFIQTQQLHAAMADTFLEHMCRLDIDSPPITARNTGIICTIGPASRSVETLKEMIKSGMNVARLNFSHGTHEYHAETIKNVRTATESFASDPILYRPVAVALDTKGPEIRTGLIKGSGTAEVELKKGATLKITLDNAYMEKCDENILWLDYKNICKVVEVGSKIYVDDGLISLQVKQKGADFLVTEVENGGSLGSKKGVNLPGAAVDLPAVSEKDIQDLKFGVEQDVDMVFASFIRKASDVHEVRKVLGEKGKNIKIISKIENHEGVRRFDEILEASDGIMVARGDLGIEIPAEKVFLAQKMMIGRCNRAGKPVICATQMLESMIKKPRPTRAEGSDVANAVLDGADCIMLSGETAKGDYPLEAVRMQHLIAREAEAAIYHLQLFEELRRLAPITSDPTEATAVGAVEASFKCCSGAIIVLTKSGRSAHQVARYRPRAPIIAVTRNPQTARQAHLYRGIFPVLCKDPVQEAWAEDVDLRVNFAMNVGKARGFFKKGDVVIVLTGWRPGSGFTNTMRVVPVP
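Kinase-Glo luminescence reports ATP generated from ADP (0.1 mM) and PEP (0.5 mM) by purified hPK-M2 after 1 h at room temperature, pH 7.2 imidazole buffer; intermediate enzyme activity allows detecting inhibitors and activators.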
Eya2 inh: blocks the phosphatase activity of human Eya2. O00167. recombinant Eya2, OMFP fluorescence dephosphorylation (OMFP is methylfluorescein phosphate). Potency, µM (top dose mostly 76.9 µM), for inactives: at the top dose activity, negative = inhibition, most hits filed as inhibitors. 330,000 tested, 0.006% active. AID 488837; also: potency is read from the fitted curve at half-maximal effect; % is scaled to controls: 0 for no effect and ±100 for the full control effect
Target sequence (O00167 whole entry, looked up): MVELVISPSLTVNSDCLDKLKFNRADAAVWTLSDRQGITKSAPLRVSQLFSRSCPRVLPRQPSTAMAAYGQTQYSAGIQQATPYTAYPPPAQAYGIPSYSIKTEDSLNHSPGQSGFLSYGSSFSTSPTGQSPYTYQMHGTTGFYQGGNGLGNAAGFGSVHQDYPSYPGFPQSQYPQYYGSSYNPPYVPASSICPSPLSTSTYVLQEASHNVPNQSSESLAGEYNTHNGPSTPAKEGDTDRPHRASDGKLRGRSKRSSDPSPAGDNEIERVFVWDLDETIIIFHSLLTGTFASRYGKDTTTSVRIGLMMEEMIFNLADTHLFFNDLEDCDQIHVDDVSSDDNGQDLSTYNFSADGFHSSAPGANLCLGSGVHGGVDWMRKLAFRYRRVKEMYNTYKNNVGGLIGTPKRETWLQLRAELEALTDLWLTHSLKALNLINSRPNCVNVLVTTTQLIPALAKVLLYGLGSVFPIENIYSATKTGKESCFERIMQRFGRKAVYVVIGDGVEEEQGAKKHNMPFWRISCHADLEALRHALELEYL
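Eya2 (0.2 uM) preincubated 10 min at ambient with compound, then OMFP substrate added at 50 uM; 10 min reaction in 50 mM HEPES pH 7.5, 50 mM NaCl, 5 uM MgCl2, 0.05% BSA, 1 mM DTT. Fluorescence read at Ex 485/Em 525 nm.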
ASM inhibitor: inhibitors of human secretory acid sphingomyelinase; AID 504937; P17405; 340,000 tested, 0.006% active; placental ASM, HMU-PC fluorogenic substrate, 60 min; Potency, µM (series often up to 57.5 µM), for inactives: at the top dose activity change, negative = inhibition, hits mostly inhibitors; also: potency is read from the fitted curve at half-maximal effect
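Human placenta-derived ASM preincubated with compound 10 min at room temperature, then reacted with 9 uM (final) fluorogenic HMU-PC substrate for 60 min at 37 C. Stop solution raises pH to 10; fluorescence read at Ex 386/Em 447 nm.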
MBNL1-CUG inh: inhibitors of human MBNL1 binding to CUG repeat RNA; Q9NR56; TR-FRET MBNL1-His/biotin-(CUG)12 binding, 665/545 ratio; Potency, µM (doses to about 57.5 µM), for the others: at the highest dose activity change, negative = inhibition, usual class: inhibitors; 280,000 tested, 0.036% active; AID 2675; active = well fitted inhibition curve with a large enough effect in the signal ratio, with a control signal flat, not every such curve was filed as active; inconclusive = small, poorly fitted or top-dose-only effect, or effect the other way, or a change in a side signal; inactive = no such curve, though single readings can be large or run the other way; the % refers to the signal ratio; also: potency is read from the fitted curve at half-maximal effect; % is scaled to controls: 0 for no effect and ±100 for the full control effect
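His-tagged MBNL1 binding to biotinylated (CUG)12 RNA was measured by TR-FRET using terbium anti-His antibody (0.055 ng/ul final) and streptavidin-XL665 (5 nM final). Compounds were titrated 92 nM to 58 uM; 60 min at room temperature.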
USP2a inh: blocks human ubiquitin-specific protease USP2a. O75604. USP2 core, Ub-CHOP2 coupled fluorogenic reporter, 485/531. Potency, µM (highest dose often 38.3 µM), for inactives: at the top dose activity change, negative = inhibition, most hits filed as inhibitors. 330,000 tested, 0.01% active;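 also: potency is read from the fitted curve at half-maximal effect; plate controls were DMSO wells for no effect and full inhibition by NEM control for full effect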
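Deubiquitinase activity read as fluorescence (485/531 nm) after Ub-CHOP2 cleavage activates the enterokinase reporter on its substrate; USP2 core 10nM, Ub-CHOP2 and substrate 25nM each, 30min compound preincubation then 60min RT; data normalized to NEM, curves fitted.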
Menin-MLL TR inh: inhibitors of human menin-MLL interaction, mutant MLL peptide; O00255; Menin + Texas Red MLL mutant peptide, fluorescence polarization; Potency, µM (series often up to 61.6 µM), without a hit: at the top dose FP activity change, negative = inhibition, actives largely listed as inhibitors; 270,000 tested, 0.23% active; AID 1768; active = well fitted inhibition curve with a large enough effect in the polarisation, with a control signal flat, not every such curve was filed as active; inconclusive = small, poorly fitted or top-dose-only effect, or effect the other way, or a change in a side signal; inactive = no such curve, though single readings can be large or run the other way; the % refers to the polarisation; also: potency is read from the fitted curve at half-maximal effect; % of control where 0% means no effect; many of its hits are not listed in these tables
TSHR antag: antagonists of human thyroid stimulating hormone receptor. P16473. TSHR-expressing cells, TSH-stimulated cAMP HTRF, 2 h; stronger effect = lower value. activity change, negative = inhibition, % at 11.5 µM. 330,000 tested, 0.2% active;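 active = activity change below a set negative limit, meaning inhibition stronger than a set level, cut at about -70% in these data; inconclusive = activity change between two set negative limits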; also: % is scaled to controls: 0 for no effect and ±100 for the full control effect
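Inhibition of cAMP made by TSHR-expressing cells under TSH stimulation (4nM final, EC80; 2 h, 37 deg C) is quantified with a one-step lysis HTRF kit, anti-cAMP cryptate versus cAMP-d2.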
GALK inh: galactokinase (human) inhibition. P51570. Purified GALK, Kinase-Glo residual ATP luminescence. Potency, µM (doses to about 57.5 µM), inactives show top-dose activity change, negative = inhibition, most hits filed as inhibitors. 270,000 tested, 0.007% active. AID 1868; also: potency is read from the fitted curve at half-maximal effect; % is scaled to controls: 0 for no effect and ±100 for the full control effect
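Luminescence from leftover ATP (Ultra-Glo luciferase/luciferin) served as read-out after a 1 h room-temperature reaction of 5 nM GALK with 35 uM ATP and 100 uM galactose.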
Chronic BCR inh: blocks chronic active B-cell receptor signaling. ABC-DLBCL IkBa-CBG/CBR reporter, luminescence ratio, 4 h. Potency, µM (highest dose often 46.1 µM), without a hit: at the top dose ratio change, negative = lower green/red ratio, actives largely listed as inhibitors. 340,000 tested, 0.05% active. AID 493014; active = well fitted inhibition curve with a large enough effect in the signal ratio, with a control signal flat, not every such curve was filed as active; inconclusive = small, poorly fitted or top-dose-only effect, or effect the other way, or a change in a side signal; the % refers to the signal ratio;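 also: potency is read from the fitted curve at half-maximal effect; plate controls were basal doxycycline-induced cells for no effect and cells given 10 µM MG132 for full effect; MG132 reads +100%, hits lower the ratio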
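Concentration-response series (up to 46 uM) were applied to TMD8 dual-reporter cells for 4 h at 37C with doxycycline. Green/red ratio, after filter-overlap correction, defined %Activity; red signal alone was normalised to basal cells and zero luminescence.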
* hit, by the source's call; ? = inconclusive; . = not tested or not shown; [ ] = dose if it differs, or a comment. Unless noted, calls follow the shape of the dose curve; as a rule, active = well fitted curve in the direction sought with a large enough effect; inconclusive = small, poorly fitted or top-dose-only effect, or another doubt; inactive = no such curve, though single readings can be large; an effect the other way counts as inactive or inconclusive. Some of the compounds tested. The share of hits here may be higher or lower than overall.

SMILES	Mito fusion act	hERG WT inh	PKM2 activator	Eya2 inh	ASM inhibitor	MBNL1-CUG inh	USP2a inh	Menin-MLL TR inh	TSHR antag	GALK inh	Chronic BCR inh
COCC1CCN(C(=O)CCc2nnc(C3(c4ccc(Cl)cc4)CCC3)o2)C1 (stereo not drawn)	-1%	-7	0%	-4%	-3%	6%	4%	?	-3	1%	1%
CC(C)Cc1cc(C(=O)Nc2sc3c(c2C#N)CCC3)no1	7%	3	-11%	4%	-7%	1%	-3%	?	-19	2%	6%
O=C(c1ccco1)N1CCN(C(=O)C(Cc2ccccc2)NS(=O)(=O)c2cccs2)CC1 (stereo not drawn)	0%	1	?	11%	2%	-4%	1%	-18%	-4	0%	6%
COc1cc(C(=O)NCC(=O)N2CCN(S(=O)(=O)c3ccccc3C(F)(F)F)CC2)cc(OC)c1OC	.	7	.	-6%	1%	.	5%	.	.	.	?
COc1ccc(/C=N\NC(=O)CCc2c(C)n[nH]c2C)c(OC)c1OC	-2%	3	0%	-1%	6%	19%	8%	8%	5	1%	-16%
O=C(Nc1ccccc1Cl)C(=O)c1cn(CC(=O)N2CCOCC2)c2ccccc12	0%	-17	.	-10%	-2%	4%	-2%	.	7	0%	?
COC(=O)c1cccc(NC(=O)NC2CCCN2S(=O)(=O)c2ccc(Cl)cc2)c1 (stereo not drawn)	2%	9	-15%	9%	-6%	-22%	-1%	17%	-4	0%	?
O=C(Cc1ccccc1F)NC1CCSc2ccccc21 (stereo not drawn)	3%	6	-7%	-1%	3%	-7%	1%	.	-1	-2%	2%
COc1cc([N+](=O)[O-])ccc1NC(=O)NCc1ccco1	-1%	7	1%	-12%	-6%	?	3%	2%	-1	1%	?
Cc1ccc(/C=N/NC(=O)c2cccc(S(=O)(=O)N3CCOCC3)c2)o1	7%	-8	3%	-5%	-1%	14%	0%	-18%	0	-4%	-1%
CC(C)(C)N(NS(=O)(=O)c1ccc(F)cc1)c1ccccc1	-8%	12	.	-6%	2%	0%	3%	7%	9	3%	4%
Cc1nc(-c2ccc(S(=O)(=O)N3CCN(C(c4ccccc4)c4ccccc4)CC3)s2)cs1	2%	7	0%	-8%	0%	-9%	-6%	.	6	.	3%
Nc1ccccc1SCc1csc(-c2ccc(Cl)cc2)n1	-41%[inhibitor]	-4	-1%	-7%	-3%	8%	4%	59%[activator]	-12	-2%	?
CSc1ccc(S(=O)(=O)NCC(=O)OCC(=O)N(C)Cc2ccccc2)cc1[N+](=O)[O-]	0%	-1	.	2%	-4%	.	1%	.	1	.	8%
Cc1cc(Nc2cccc(Cl)n2)n(-c2ccccc2)n1	-2%	2	1%	8%	5%	-2%	4%	-9%	5	1%	-2%
O=C(NCc1ccccc1)C(c1ccccc1)N(C(=O)c1csnn1)C1CCCC1 (stereo not drawn)	12%	-2	.	-12%	6%	2%	0%	.	1	3%	3%
COc1ccc(OC)c(NC(=O)C2CC(=O)N(c3ccccc3)C2)c1 (stereo not drawn)	0%	3	-2%	2%	1%	6%	2%	-1%	0	5%	-1%
CC(C)c1nccn1CCC(=O)O	1%	-4	7%	13%	1%	1%	0%	6%	-4	-1%	-4%
O=C1c2ccccc2C(=O)N1c1ncn[nH]1	-1%	32	-6%	11%	1%	.	7%	.	-2	0%	-15%
CCOC(=O)c1nn(-c2ccccc2F)c(C)c1C(C)=O	5%	0	4%	-4%	-2%	-9%	2%	.	0	-2%	-18%
CC1(C)CC(NC(=O)c2ccccc2Cl)CC(C)(C)N1	4%	0	6%	-4%	1%	4%	-2%	1%	12	7%	-2%
CCCC(=O)Nc1ccccc1NC(=O)c1cc(OC)c(OC)c(OC)c1	2%	-9	26%	3%	1%	-12%	-6%	0%	2	1%	?
CCn1c(=O)c2cc(C(=O)N(C)CC(OC)OC)sc2c2ccccc21	7%	.	.	-14%	3%	?	-2%	3%	-4	0%	?
COc1cc2c3c(c1)C1(C(=O)N3C(C)(C)C=C2C)C(C#N)=C(N)Oc2cc(C)oc(=O)c21 (stereo not drawn)	-8%	16	-12%	-4%	1%	1%	-1%	16%	-2	5%	?
COc1ccc(-n2nnc3c(SCC(=O)Nc4ccc5c(c4)OCCO5)ncnc32)cc1	-1%	.	-2%	7%	.	16%	-1%	-6%	6	0%	3%
C[C@H](CO)N1C[C@H](C)[C@@H](CN(C)Cc2ccc(-c3ccccc3)cc2)Oc2c(NS(=O)(=O)c3cn(C)cn3)cccc2C1=O	.	-5	.	4%	-1%	.	2%	.	-8	.	0%
Cc1nn(CC(=O)Nc2ccc(C(=O)N3CCCCC3)cc2)c(=O)c2ccccc12	-5%	15	-11%	-9%	-2%	-2%	-3%	-2%	8	0%	-5%
Cc1cccc(-n2ncc3c2CCCC3NC(=O)CCN2CCCCO2)c1C (stereo not drawn)	-2%	-11	-8%	-3%	-1%	-9%	1%	-9%	-3	2%	1%
COc1ccc(C(=O)NC2CCN(CC(=O)NC3CCCCC3)CC2)cc1	-3%	-5	3%	-4%	-17%	1%	2%	9%	-2	-1%	-3%
CCCOc1ccc(N2C(=O)CC(NCc3cccnc3)C2=O)cc1 (stereo not drawn)	-4%	0	-5%	10%	1%	-4%	1%	7%	7	4%	-10%
Clc1ccc(-c2c[n+](Cc3ccc(Cl)c(Cl)c3)c3n2CCC3)cc1	1%	.	3%	-4%	.	-6%	5%	-14%	-1	-1%	?
COc1ccc(-c2cc(-c3cccs3)nc(OC)c2C#N)cc1OC	5%	-4	0%	-15%	197%[activator]	-4%	-3%	6%	-15	1%	0%
CCS(=O)(=O)C1=NN2C(=N)/C(=C\c3ccc(OS(=O)(=O)c4ccccc4)cc3)C(=O)N=C2S1	-2%	-15	.	4%	?	1%	1%	.	4	?	4%
C=C(C)C(=O)Nc1cccc(C2=NOC3(C2)C[C@H](C(N)=O)N(C(=O)CC#N)C3)c1 (stereo partly drawn)	-29%	-7	-15%	-3%	11%	-18%	6%	.	7	-2%	5%
CC1(OC(=O)CCc2ccccc2)C(=O)C=C2C=C(c3ccc(C#N)cc3)N(CC3CC3)C=C2C1=O (stereo not drawn)	6%	15	-3%[11.5 µM]	-8%	50%[activator]	?	0%	-9%[11.7 µM]	1	-2%	16%
CCCOC(=O)c1c(NC(=O)C2C3C=CC(C3)C2C(=O)O)sc2c1CCC(C)C2 (stereo not drawn)	-4%	.	3%	-17%	?	33%[activator]	1%	-5%	8	-2%	7%
COc1ccccc1NC(=O)CSc1nnc(COc2ccc(Cl)cc2)n1Cc1ccco1	3%	-7	-1%	8%	-10%	9%	-7%	24%	-3	-2%	?

Reformatted: entries from further up
Below each SMILES: Mito fusion act, hERG WT inh, PKM2 activator, Eya2 inh, ASM inhibitor, MBNL1-CUG inh, USP2a inh, Menin-MLL TR inh, TSHR antag, GALK inh, Chronic BCR inh
CCS(=O)(=O)C1=NN2C(=N)/C(=C\c3ccc(OS(=O)(=O)c4ccccc4)cc3)C(=O)N=C2S1
    -2%, -15, ., 4%, ?, 1%, 1%, ., 4, ?, 4%
CCCOC(=O)c1c(NC(=O)C2C3C=CC(C3)C2C(=O)O)sc2c1CCC(C)C2 (stereo not drawn)
    -4%, ., 3%, -17%, ?, 33%[activator], 1%, -5%, 8, -2%, 7%
CC1(OC(=O)CCc2ccccc2)C(=O)C=C2C=C(c3ccc(C#N)cc3)N(CC3CC3)C=C2C1=O (stereo not drawn)
    6%, 15, -3%[11.5 µM], -8%, 50%[activator], ?, 0%, -9%[11.7 µM], 1, -2%, 16%
COc1ccc(-c2cc(-c3cccs3)nc(OC)c2C#N)cc1OC
    5%, -4, 0%, -15%, 197%[activator], -4%, -3%, 6%, -15, 1%, 0%
